Compound activity as filed in PubChem.
ELG1 repair inh = qHTS screen for small molecules that inhibit ELG1-dependent DNA repair in human embryonic kidney (HEK293T) cells expressing luciferase-tagged ELG1; HEK293T ELG1-luciferase reporter, luminescence, 16 h; DNA damage induced by 5-fluorouridine; Potency, µM (highest dose often 46.1 µM), without a hit: top-dose activity change, negative = inhibition, usual class: inhibitors; 330,000 tested, 2.3% active; AID 504467, 2011; also: potency is read from the fitted curve at half-maximal effect; % is scaled to controls: 0 for no effect and ±100 for the full control effect; nearly all actives have a fitted effect of over 55% in size
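5-Fluorouridine DNA damage + compound/DMSO, 2,000 cells/well, 16 h, 37 °C/5% CO2. ONE-Glo, 30 min RT, luminescence. Readout = decrease in reporter signal.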
USP2a inh = qHTS Assay for Inhibitors of Ubiquitin-specific Protease USP2a Using CHOP2 as the Reporter; Ubiquitin carboxyl-terminal hydrolase 2 (Homo sapiens), O75604; USP2 core, Ub-CHOP2 coupled fluorogenic reporter, 485/531; Potency, µM (doses to about 38.3 µM), for the others: at the top dose activity change, negative = inhibition, most hits filed as inhibitors; 330,000 tested, 0.01% active;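 also: potency is read from the fitted curve at half-maximal effect; plate controls were DMSO wells for no effect and full inhibition by NEM control for full effect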
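USP2 core (10nM final) preincubated 30min RT with compound in 20mM Tris-HCl pH 8.0, 2mM CaCl2, 2mM beta-mercaptoethanol, 0.05% CHAPS; 25nM Ub-CHOP2 plus 25nM reporter substrate added, fluorescence (Ex485/Em531) read after 60min.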
TRPV1 agonist = HTS Assay for Compounds that Act as Agonists of the Vanilloid Receptor 1; TRPV1-expressing cells, Fluo-8 calcium influx, agonist mode; activation, % at 8.33 µM; 320,000 tested, 0.19% active; AID 540275, 2011; in the data active = activation above about 80%; inconclusive = between about 30% and that limit; also: 0% is about no effect
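Fluo-8 calcium influx in TRPV1-expressing cells, kinetic read (ex 480/em 520 nm). Compound added and read 3 min for agonist activity, followed by capsaicin at EC20 final and 2 min further read for enhancement.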
Eya2 phos inh = qHTS Assay for Inhibitors of the Phosphatase Activity of Eya2. Potency, µM (highest dose often 76.9 µM), without a hit: top-dose activity, negative = inhibition, actives largely listed as inhibitors. Protein phosphatase EYA2 (Homo sapiens), O00167. 330,000 tested, 0.006% active. recombinant Eya2, OMFP fluorescence dephosphorylation (OMFP is methylfluorescein phosphate). AID 488837, 2010; also: potency is read from the fitted curve at half-maximal effect; % is scaled to controls: 0 for no effect and ±100 for the full control effect
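Eya2 protein (added as 0.2 uM solution) was preincubated with compound for 10 min at ambient temperature in 50 mM HEPES pH 7.5, 50 mM NaCl, 5 uM MgCl2, 0.05% BSA, 1 mM DTT. OMFP (added at 50 uM) then reacted 10 min; fluorescence read at 485/525 nm.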
TCR act = Activators of T cell receptors: qHTS campaign. primary human leukocytes, anti-CD3, IL-2 HTRF, 48 h. Potency, µM (titrated, usually from 9.22 µM), inactives show at the highest dose activation of IL-2 secretion, hits mostly activators. 330,000 tested, under 10 active. AID 504894, 2011; also: % of control where 0% means no effect
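48 hr co-incubation of compounds, a-CD3 beads and primary human leukocytes; IL-2 quantified homogeneously by HTRF with anti-IL-2 K and d2 conjugates.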
hERG WT inh = qHTS for Inhibitors of KCHN2 3.1: Wildtype qHTS; Voltage-gated inwardly rectifying potassium channel KCNH2 (Homo sapiens), Q12809; U2OS, BacMam KCNH2, thallium flux FluxOr; hits give low values; activity change, % at 1.84 µM; 340,000 tested, 0.37% active; AID 720551, 2013;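 active = maximum activity change below -70%; inconclusive = maximum activity change between -70% and -50%; inactive = maximum activity change above -50%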; also: % is scaled to controls: 0 for no effect and ±100 for the full control effect
Target sequence (Q12809 whole entry, looked up): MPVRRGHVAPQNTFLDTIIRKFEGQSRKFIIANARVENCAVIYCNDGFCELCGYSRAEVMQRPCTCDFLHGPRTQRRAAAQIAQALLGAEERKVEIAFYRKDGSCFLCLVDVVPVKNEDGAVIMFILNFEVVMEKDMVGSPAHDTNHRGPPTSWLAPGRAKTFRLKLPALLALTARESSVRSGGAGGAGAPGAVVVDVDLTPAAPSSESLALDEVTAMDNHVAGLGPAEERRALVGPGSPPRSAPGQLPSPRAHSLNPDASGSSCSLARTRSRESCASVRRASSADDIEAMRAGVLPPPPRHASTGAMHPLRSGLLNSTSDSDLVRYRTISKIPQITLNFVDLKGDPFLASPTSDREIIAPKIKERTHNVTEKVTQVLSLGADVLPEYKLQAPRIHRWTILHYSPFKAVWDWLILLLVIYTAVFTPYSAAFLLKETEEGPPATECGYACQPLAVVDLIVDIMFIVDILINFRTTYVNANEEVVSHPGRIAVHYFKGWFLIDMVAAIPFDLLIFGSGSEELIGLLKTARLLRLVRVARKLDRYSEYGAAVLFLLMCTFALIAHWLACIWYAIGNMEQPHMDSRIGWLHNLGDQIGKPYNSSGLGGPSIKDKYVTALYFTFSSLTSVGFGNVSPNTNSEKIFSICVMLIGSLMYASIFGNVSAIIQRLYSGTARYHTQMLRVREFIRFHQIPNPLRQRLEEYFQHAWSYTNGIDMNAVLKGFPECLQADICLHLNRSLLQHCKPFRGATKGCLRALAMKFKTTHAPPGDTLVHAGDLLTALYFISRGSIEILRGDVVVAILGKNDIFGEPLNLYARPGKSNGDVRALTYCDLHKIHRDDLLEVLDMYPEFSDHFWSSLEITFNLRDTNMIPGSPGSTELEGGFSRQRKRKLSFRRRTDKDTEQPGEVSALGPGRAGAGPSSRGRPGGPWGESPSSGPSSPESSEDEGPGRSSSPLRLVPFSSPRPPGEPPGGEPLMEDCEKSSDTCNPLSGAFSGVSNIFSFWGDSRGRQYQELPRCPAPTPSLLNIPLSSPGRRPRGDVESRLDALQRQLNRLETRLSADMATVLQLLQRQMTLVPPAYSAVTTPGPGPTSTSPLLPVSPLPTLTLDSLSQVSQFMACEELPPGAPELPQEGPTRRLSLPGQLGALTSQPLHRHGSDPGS
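U2OS cells transduced with wild-type KCNH2 virus are loaded with FluxOr dye for 45 min, and thallium flux is measured in kinetic reads before and after stimulation buffer. Rate constants are normalized to DMSO controls.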
Mito fusion act = qHTS Assay for Small Molecule Inhibitors of Mitochondrial Division or Activators of Mitochondrial Fusion; S. cerevisiae fusion-defective mutant growth rescue, CellTiterGlo 48 h; 320,000 tested, 0.23% active; Potency, µM (titrated, usually from 46.1 µM), for inactives: top-dose growth rescue (activation), most hits filed as activators;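 also: potency is read from the fitted curve at half-maximal effect; % of control where 0% means no effect; nearly all actives have a fitted effect of over 45% in size; temperature-sensitive fusion mutants such as fzo1-1 at 37 °C on non-fermentable ethanol glycerol medium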
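Yeast fusion mutant, YPEG (non-fermentable carbon), compound, 48 h at 37C non-permissive; CellTiterGlo added, 10 min RT, luminescence read. Rescued growth = division inhibition.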
A-T KAP1 phos = qHTS Assay for Identifying a Potential Treatment of Ataxia-Telangiectasia; […] A-T fibroblasts, KAP-1 phosphorylation AlphaLISA; neocarzinostatin DNA damage 30 min before lysis; Potency, µM (highest dose often 57.5 µM), inactives show at the highest dose activation, hits mostly activators; 320,000 tested, 0.19% active; AID 485349, 2010; also: potency is read from the fitted curve at half-maximal effect; % of control where 0% means no effect; nearly all actives have a fitted effect of over 45% in size
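ATM-like activity read as KAP-1 phosphorylation via AlphaLISA donor/acceptor antibody pairs after lysis and 6 hr at 25C. Cells were ATM-null patient fibroblasts ([…], hTERT), dosed 60 min, then exposed to the DSB inducer NCS for 30 min.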
KCNH2 3.1 block = qHTS for Inhibitors of KCHN2 3.1: Mutant qHTS; Potassium voltage-gated channel subfamily H member 2, brain isoform KCNH2 3.1 (human); U2OS KCNH2 3.1, thallium flux FluxOr; hits give low values; activity change, % (tested at about 1.8 µM); 340,000 tested, 0.95% active; AID 720553, 2013;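 active = maximum activity change below -70%; inconclusive = maximum activity change from -70% to -50%; inactive = maximum activity change above -50%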;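 also: thallium influx rate constant from kinetic fluorescence after stimulation buffer; % is scaled to controls: 0 for no effect and ±100 for the full control effect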
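We transduce U2OS cells with the mutant 3.1 virus, culture them overnight, load FluxOr with Red40 quencher for 45 min, then add stimulation buffer and read kinetically for 2 min to derive a normalized rate constant.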
TSHR antag = Antagonists of the Thyroid Stimulating Hormone Receptor: HTS campaign; 330,000 tested, 0.2% active; Thyrotropin receptor (Homo sapiens), P16473; activity change, negative = inhibition, % at 11.5 µM; TSHR-expressing cells, TSH-stimulated cAMP HTRF, 2 h; hits give low values;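 active = activity change below a set negative limit, meaning inhibition stronger than a set level, cut at about -70% in these data; inconclusive = activity change between two set negative limits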; also: % is scaled to controls: 0 for no effect and ±100 for the full control effect
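TSHR-expressing cells, 200/well, pre-treated with compound, then stimulated with EC80 TSH (4nM final) for 2 hours at 37 deg C. cAMP measured by competitive HTRF: anti-cAMP cryptate antibody in lysis buffer plus cAMP-d2, read after 30 minutes at room temperature.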
The depositor's hits bear a star; u = inconclusive; x = not tested or not shown; [ ] = another dose, or the depositor's remark. Unless noted, calls follow the shape of the dose curve; as a rule, active = well fitted curve in the direction sought with a large enough effect; inconclusive = small, poorly fitted or top-dose-only effect, or another doubt; inactive = no such curve, though single readings can be large; an effect the other way counts as inactive or inconclusive. The list is partial. The share of hits here may be higher or lower than overall.

1: Cc1nn(C(C)C(=O)N/N=C/c2ccc(N(C)C)cc2)c(C)c1[N+](=O)[O-] (centres undefined)
2: COc1ccc(S(=O)(=O)NCCc2c[nH]c3ccc(Cl)cc23)cc1
3: C=CCNC(=O)Nc1ccc2oc(C)nc2c1
4: CN(Cc1cnccn1)C(=O)CC1C(=O)NCCN1Cc1c(F)cccc1Cl (centres undefined)
5: CN1CCN(S(=O)(=O)c2ccc(Br)c3nsnc23)CC1
6: CC1CCN(C(=O)c2cc3ccccc3o2)CC1
7: Cc1cc(C)cc(C(=O)NC(=S)Nc2cccnc2)c1
8: COc1ccc(-n2c(SCC(=O)Nc3nccs3)nnc2-c2ccoc2C)cc1
9: COc1cc(CNc2ccc3[nH]c(=O)[nH]c3c2)ccc1OCc1ccc(C)cc1
10: Cc1cccc(NC(=O)Cn2cnc3c(cnn3-c3ccc(F)cc3)c2=O)c1C
assay / compound,1,2,3,4,5,6,7,8,9,10
ELG1 repair inh,10%,-4%,24%,-4%,21%,u,u,21µM*,u,0%
USP2a inh,5%,0%,-1%,2%,0%,3%,0%,-1%,-1%,1%
TRPV1 agonist,0,3,2,2,0,u,4,1,u,4
Eya2 phos inh,3%,-1%,17%,10%,-4%,1%,4%,-5%,-2%,0%
TCR act,5%,x,1%,2%,1%,-34%,-14%,-12%,-3%,-6%
hERG WT inh,2,-2,-1,-10,-5,-3,7,1,-3,1
Mito fusion act,5%,-1%,-6%,-2%,-4%,8%,-10%,-1%,6%,-2%
A-T KAP1 phos,9%,10%,-6%,4%,-12%,4%,16%,5%,-9%,2%
KCNH2 3.1 block,-7,2,-1,3,-11,8,30,-21,-14,9
TSHR antag,6,-5,13,-6,-9,-8,5,5,4,3

11: Cc1ccc(N2CCN(/N=C/c3ccccc3[N+](=O)[O-])CC2)cc1
12: CC(C)CNS(=O)(=O)c1ccc(S(=O)(=O)N2CCN(CCC#N)CC2)cc1
13: COc1cccc(-c2nc(N3CCCC3)c3ccccc3n2)c1O
14: CCOc1ccccc1N1CC(C(=O)Nc2cc(S(C)(=O)=O)ccc2Cl)CC1=O (centres undefined)
15: Cc1ccc(NC(=O)c2cccc3c2C(=O)N(C2CCCCC2)C3)c(C)c1
16: CC(C)N(CCO)C(=O)C(c1ccccc1)c1ccccc1
17: Cc1cc(NC(=O)CCN2CCN(CCO)CC2)ccc1Br
18: CC(=O)Nc1ccc(S(=O)(=O)N2CCN(C(=O)c3ncoc3-c3ccc(C)cc3)CC2)cc1
19: N#C/C(=C1\CCCN1)c1nc2ccccc2c(=O)[nH]1
20: COc1ccc(NC(=O)Cn2nnc3ccccc32)c([N+](=O)[O-])c1
assay / compound,11,12,13,14,15,16,17,18,19,20
ELG1 repair inh,-17%,29%,u,-28%,11%,-1%,18%,0%,4%,-13%
USP2a inh,-6%,1%,-6%,1%,2%,1%,0%,2%,0%,2%
TRPV1 agonist,-2,-2,x,1,10,-1,-2,-2,2,2
Eya2 phos inh,-2%,-9%,9%,11%,-10%,4%,-5%,-11%,5%,-1%
TCR act,-3%,6%,-3%,-3%,-2%,-4%,3%,0%,1%,0%
hERG WT inh,-5,-13,-8,-48,-10,6,11,8,-8,-3
Mito fusion act,3%,2%,5%,4%,-35%[inhibitor],1%,0%,-5%,2%,3%
A-T KAP1 phos,-5%,10%,9%,-1%,5%,-12%,-14%,15%,-2%,1%
KCNH2 3.1 block,-17,-8,4,-34,-10,-6,-10,-2,2,-7
TSHR antag,-5,3,2,19,9,29,0,-14,-8,-5

21: CCOc1ccc(C2C=C(c3ccccc3)Nc3ncnn32)cc1 (centres undefined)
22: Nc1cccc(C(=O)OCC(=O)Nc2cccc3c2C(=O)c2ccccc2C3=O)c1
23: CCCn1c(=O)[nH]c(=O)c2c1nc(-c1ccc(OC(F)F)cc1)n2CCN1CCOCC1
24: COc1cc(OC)cc(C(=O)N[C@H](C(=O)NCc2ccco2)C(C)C)c1
25: Cc1ccc(N2CCN(/N=C/C(Cl)=C/c3ccccc3)CC2)cc1
26: Cc1nc2ccccn2c1C(=O)Nc1ccc(Cl)cc1
27: Cc1ccccc1-c1nc(CN2CCC(C(=O)NCCCN3CCCC3)CC2)c(C)o1
28: Cc1cccc(OCC(=O)N2CCN(C(=O)c3ccc([N+](=O)[O-])cc3)CC2)c1
29: COc1ccc(CCNC(=O)CN2C(=O)NC3(CCCCC3C)C2=O)cc1 (centres undefined)
30: O=C1CCCCC/C1=N/Nc1ccc(OCc2ccccc2)cc1
assay / compound,21,22,23,24,25,26,27,28,29,30
ELG1 repair inh,-12%,-7%,-11%,17%,12%,u,-5%,1%,16%,u
USP2a inh,2%,4%,2%,2%,3%,0%,1%,1%,-9%,0%
TRPV1 agonist,25,10,24,-4,1,18,2,2,x,4
Eya2 phos inh,27%,3%,14%,4%,-1%,-2%,-3%,-2%,-18%,6%
TCR act,x,3%[46.1 µM],13%,5%,3%,7%,-2%,7%,-15%,-3%
hERG WT inh,x,0,-4,-4,-1,22,27,2,0,-1
Mito fusion act,2%,-1%,7%,9%,-7%,-6%,-10%,-2%,x,-13%
A-T KAP1 phos,-2%,-4%,-1%,1%,-5%,0%,-4%,6%,6%,-6%
KCNH2 3.1 block,x,-7,0,-5,6,-4,-6,0,0,-9
TSHR antag,0,-14,14,-4,6,-6,1,0,-1,-1

The final 4 entries of the section above are carried over, then new ones follow.
27: Cc1ccccc1-c1nc(CN2CCC(C(=O)NCCCN3CCCC3)CC2)c(C)o1
28: Cc1cccc(OCC(=O)N2CCN(C(=O)c3ccc([N+](=O)[O-])cc3)CC2)c1
29: COc1ccc(CCNC(=O)CN2C(=O)NC3(CCCCC3C)C2=O)cc1 (centres undefined)
30: O=C1CCCCC/C1=N/Nc1ccc(OCc2ccccc2)cc1
31: COc1ccc(NC(=O)C(CC(C)C)NC(=O)C2CCC(C)CC2)c(OC)c1 (centres undefined)
32: O=C(Nn1cnc2ccccc2c1=O)c1c(F)cccc1F
33: Nc1c(-c2n[nH]c(=S)n2-c2ccc(Cl)cc2Cl)cnn1-c1ccccc1
34: COc1cc(/C=C/C(=O)N(C)CC(=O)Nc2ccccc2SC)cc(OC)c1OC
35: COc1cc2nc(N(C)C)nc(N)c2cc1OC
36: CCS(=O)(=O)c1ccc2oc(Nc3ccccc3Br)nc2c1
37: CC(=O)c1cccc(OCc2cc(C(=O)NCCC3=CCCCC3)no2)c1
38: CC1CC(C)CN(c2ccc([N+](=O)[O-])nc2)C1 (centres undefined)
39: O=C(CSc1nc2ncccc2[nH]1)NC1CCCCC1
40: COc1ccc(C)cc1NC(=O)C(=O)NNC(=O)c1ccco1
assay / compound,27,28,29,30,31,32,33,34,35,36,37,38,39,40
ELG1 repair inh,-5%,1%,16%,u,-15%,7%,32%,16µM*,6%,u,u,u,u,1%
USP2a inh,1%,1%,-9%,0%,0%,-1%,0%,-8%,2%,8%,5%,-7%,1%,0%
TRPV1 agonist,2,2,x,4,28,4,0,x,7,-4,u,2,0,1
Eya2 phos inh,-3%,-2%,-18%,6%,u,1%,-1%,2%,9%,-21%,1%,3%,0%,-25%
TCR act,-2%,7%,-15%,-3%,-8%,2%,8%,4%,0%,-4%,0%,-10%,-1%,x
hERG WT inh,27,2,0,-1,5,-1,0,2,0,11,3,5,10,-2
Mito fusion act,-10%,-2%,x,-13%,12%,6%,-2%,x,-2%,1%,3%,-4%,-1%,-3%
A-T KAP1 phos,-4%,6%,6%,-6%,4%,-9%,5%,4%,-4%,1%,1%,-3%,3%,0%
KCNH2 3.1 block,-6,0,0,-9,6,19,12,-18,2,-16,5,-2,10,1
TSHR antag,1,0,-1,-1,1,-3,-10,4,-4,6,-34,-11,3,1
